RPL19A-GFP yeast: alters RPL19A-GFP fluorescence in TOR pathway yeast screen; hit rate 0.3% among 330,000; AID 2025; percent response vs DMSO, % at 10 µM; S. cerevisiae RPL19A-GFP strain, flow cytometry, 3 h; stronger effect = lower value;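 active means percent response vs DMSO below 50%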;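 further: median channel GFP fluorescence of the barcoded RPL19A-GFP strain; ratio of sample median GFP to plate DMSO average so 100% = DMSO; lower means less RPL19A-GFP as with rapamycin TOR inhibition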
AHR activator: human AHR activation; P35869; AHR-responsive luciferase reporter cells, luminescence; activation, % at 5 µM; hit rate 2.5% among 320,000; in the data active means activation above about 47%;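 further: 0% = vehicle wells and 100% = reference agonist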
Yeast superoxide: lowers age-related superoxide in aged yeast cells. hit rate 0.18% among 330,000. superoxide response (% of plate mean), % at 10 µM. S. cerevisiae aged cells, superoxide DHE fluorescence; stronger effect = lower value;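 active means superoxide response under a set limit, about three screen SD below normal, cut at about 65% in these data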;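 further: yeast aged for seven days with compound at 30 °C before DHE staining; 100% = average MFI of all compound-treated wells on the plate with controls excluded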
procasp7 counter: activates human procaspase-7, counter-screen for procaspase-3 activators | P55210 | recombinant procaspase-7, Ac-DEVD-pNA absorbance 405 nm; D23A/D198A/D206A triple mutant, cannot self-cleave; scale: DMSO 0, 5 µM enzyme 100 | activation, % at 8.5 µM | hit rate 0.093% among 330,000;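 active means percent activation above the screen-wide mean plus 3 SD, cut at about 25% in these data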
Target sequence (P55210 whole entry D23A/D198A/D206A): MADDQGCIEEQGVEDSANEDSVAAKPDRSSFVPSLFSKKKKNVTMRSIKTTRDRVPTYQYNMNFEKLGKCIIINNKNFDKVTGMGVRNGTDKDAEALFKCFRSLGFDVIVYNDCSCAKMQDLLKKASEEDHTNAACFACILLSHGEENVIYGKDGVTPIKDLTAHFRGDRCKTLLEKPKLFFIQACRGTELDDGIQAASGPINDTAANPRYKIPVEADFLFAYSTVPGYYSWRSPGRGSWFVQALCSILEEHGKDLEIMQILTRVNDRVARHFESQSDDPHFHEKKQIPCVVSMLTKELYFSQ
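Replicates: singlicate. Assay system: Procaspase-7 triple mutant (PC-7 D3A). Signal: 405 nm absorbance of p-nitroaniline. Times: 1 h preincubation, 2 h reaction. Buffer or medium: Zinc-free HEPES pH 7.4 with 300 mM NaCl, 0.01% Triton X-100. Also added: DEVD-pNA substrate. Benchmarks: DMSO wells as 0%, DMSO with 5 µM added PC-7 as 100%.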
procasp3 activ: procaspase-3 (human) activation; AID 463141; recombinant procaspase-3 D3A, Ac-DEVD-pNA absorbance 405 nm; hit rate 0.11% among 330,000; activation, % at 8.5 µM;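 active means activation above the mean of all tested compounds plus 3 SD, cut at about 21% in these data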;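 further: 0% = DMSO alone and 100% = DMSO wells spiked with extra 5 µM PC-3 D3A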
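Assay system – Procaspase-3 D3A mutant, all three cleavage aspartates alanine · Controls – DMSO-only low control, 5 µM PC-3 D3A high control · Schedule – 1 h compound preincubation, 2 h substrate hydrolysis at 25 °C · Signal – 405 nm absorbance of p-nitroaniline, reads at 0 and 120 min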
MEP2-GFP yeast: modulators of TOR pathway MEP2-GFP in S. cerevisiae; S. cerevisiae MEP2-GFP strain, flow cytometry GFP, 3 h; 100% = DMSO control level; hit rate 0.51% among 330,000; GFP response vs DMSO, % at 10 µM; AID 2016;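 active means GFP response versus DMSO above a set limit, roughly screen mean plus 3 SD, cut at about 180% in these data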;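 further: median GFP fluorescence of the barcode-gated MEP2-GFP cells per well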
LAP4 TOR yeast: alters LAP4-GFP fluorescence in TOR pathway yeast screen. hit rate 0.34% among 320,000. S. cerevisiae LAP4-GFP multiplex, flow cytometry GFP, 3 h; median GFP as percent of DMSO wells. AID 2023. GFP response vs DMSO, % at 10 µM;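 active means GFP response vs DMSO above a set limit, about the screen mean plus 3 SD, cut at about 150% in these data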
GASC-1 inh: human JMJD2C demethylase inhibition; Q9H3R0; GST-JMJD2C(1-420) H3K9me3 demethylation, DELFIA europium; inhibition, % at 2.35 µM; hit rate 0.069% among 330,000; AID 2099;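 active means more than half of a compound's replicate wells show inhibition beyond 50%, single wells judged on their own value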;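 further: signal counts dimethyl H3K9 product captured on neutravidin plate; 0% = median of DMSO wells and 100% = 0.3 times that DMSO median; strong numbers were not always called active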
Target sequence (Q9H3R0 1-420 limits assumed): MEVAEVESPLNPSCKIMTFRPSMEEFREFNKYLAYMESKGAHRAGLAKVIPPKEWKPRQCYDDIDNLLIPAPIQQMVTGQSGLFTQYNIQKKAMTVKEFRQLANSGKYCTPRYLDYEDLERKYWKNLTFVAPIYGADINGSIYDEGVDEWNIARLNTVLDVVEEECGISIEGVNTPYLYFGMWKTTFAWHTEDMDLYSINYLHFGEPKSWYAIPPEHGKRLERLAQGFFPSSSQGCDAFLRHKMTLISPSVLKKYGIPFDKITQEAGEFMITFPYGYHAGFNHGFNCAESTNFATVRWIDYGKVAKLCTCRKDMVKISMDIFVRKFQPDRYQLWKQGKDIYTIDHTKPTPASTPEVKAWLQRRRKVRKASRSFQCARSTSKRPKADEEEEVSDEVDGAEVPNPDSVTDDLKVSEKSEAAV
* = called active by the depositor; / = not tested or not shown; & = joins results of further samples.

nr	Structure	RPL19A-GFP yeast	AHR activator	Yeast superoxide	procasp7 counter	procasp3 activ	MEP2-GFP yeast	LAP4 TOR yeast	GASC-1 inh
1	COc1ccc(NC(=O)c2ccc(-n3cccn3)nc2)c(OC)c1	95	-3	105	1	-3	90	98	6
2	CCC1(c2ccc(F)cc2)NC(=O)N(CC(=O)c2cc(C)n(C3CC3)c2C)C1=O (centres undefined)	101	2	97	-8	9	102	95	5
3	COc1ccc(CCNC(=O)Cn2nnc(-c3ccc(N4CCOCC4)cc3)n2)cc1OC	97	1	101	2	-2	96	93	4
4	O=C(NN=Cc1cc(Br)c(O)c(Br)c1)c1ccccc1NS(=O)(=O)c1cccs1	98	3	117	1	-6	115	100	11
5	CCCc1nnc(NC(=O)CC(=O)Nc2ccccc2C(=O)O)s1	99	-1	91	-10	-10	103	100	8
6	O=S(=O)(Nc1ccc(Cl)cn1)c1ccc(F)cc1	107	2	104	-11	2	101	90	-37
7	COc1ccc(OC)c(S(=O)(=O)Nc2ccc3oc(C)c(C(C)=O)c3c2)c1	99	2	109	0	12	105	93	/
8	O=C(NC1CCCCC1)C(c1ccncc1)N(C(=O)c1csnn1)c1ccccc1 (centres undefined)	100	4	115	-3	-1	103	105	6
9	O=c1cc(CSc2nc(NCc3ccccc3)c3ccccc3n2)nc2ccc(Cl)cn12	101	3	116	-2	3	96	91	0
10	Cc1ccc(O)c(-c2cc(-c3ccccc3F)[nH]n2)c1	100	27	102	-8	4	102	104	-2
11	O=S(=O)(Nc1ccc2cn[nH]c2c1)c1ccc(Cl)cc1	100	11	99	-2	6	97	91	5
12	Cc1ccc(S(=O)(=O)NC2=C(N3CCN(c4ccccc4F)CC3)C(=O)c3ccccc3C2=O)cc1	97	7	129	2	5	94	96	6

Arranged by the number under LAP4 TOR yeast (lowest first): three of the compounds above
cpd | Structure | LAP4 TOR yeast
12 | Cc1ccc(S(=O)(=O)NC2=C(N3CCN(c4ccccc4F)CC3)C(=O)c3ccccc3C2=O)cc1 | 96
4 | O=C(NN=Cc1cc(Br)c(O)c(Br)c1)c1ccccc1NS(=O)(=O)c1cccs1 | 100
8 | O=C(NC1CCCCC1)C(c1ccncc1)N(C(=O)c1csnn1)c1ccccc1 (centres undefined) | 105

Further results
nr	Structure	RPL19A-GFP yeast	AHR activator	Yeast superoxide	procasp7 counter	procasp3 activ	MEP2-GFP yeast	LAP4 TOR yeast	GASC-1 inh
13	Cc1cc(NC(=O)c2cncc(Br)c2)no1	99	-1	106	3	-4	99	87	-3
14	FC(F)(F)c1ccc(C2[C@H]3CN(Cc4cccnc4)[C@H](c4ccccc4)C34CC2(c2ccccc2)C4)cc1 (some centres undefined)	95	-1	98	11	0	94	110	-7
15	COc1ccc(CN(C)C(=O)COC(=O)c2cc([N+](=O)[O-])ccc2N2CCCC2)c(OC)c1OC	95	2	91	-7	-8	95	93	1
16	O=C(COc1ccccc1Cl)Nc1ccc(C(=O)O)cc1NC(=O)COc1ccccc1Cl	98	-1	109	-1	0	98	91	5
17	Cn1c(SCC#N)nnc1-c1cnccn1	97	-1	94	7	8	101	103	-2
18	Cc1ccc(S(=O)(=O)c2c(N)n(CCC(C)C)c3nc4ccccc4nc23)cc1	97	2	102	24	20	99	94	6
19	O=C(NCCCNC(=O)c1cnccn1)c1cccc(Cl)c1	95	1	107	-5	9	100	82	3
20	Cc1noc(C)c1COC(=O)[C@H](C)NS(=O)(=O)c1ccc(Cl)c(Cl)c1	102	0	114	3	0	111	105	-1
21	C=CCn1cnc2c(nnn2Cc2ccc(F)cc2)c1=O	96	0	91	2	8	93	103	10
22	Cc1nn(-c2ccccc2)c(C)c1C(=O)OCC(=O)N1CC(=O)Nc2ccccc21	96	2	93	3	-1	100	99	7
23	COc1ccc(-c2nnn(CC(=O)N(CC(=O)NC3CCCC3)Cc3cccs3)n2)cc1OC	102	1	69	3	-3	98	105	-26
24	CSc1nnc(-c2ccc(Br)s2)n1C	93	2	101	5	-2	92	115	14
25	Cc1cccc(NC(=S)NC(C)(C)CC(C)(C)C)c1	98	13	96	11	3	103	119	11
26	CSc1ccccc1NC(=O)CSCc1ccc(Br)cc1	107	4	125	-5	-6	105	145	11
27	CC(C(=O)NCC1(c2ccccc2)CCCC1)N1CCOCC1 (centres undefined)	94	1	108	-1	5	94	98	5
28	COC(=O)c1ccc(/C=C/C(=O)OCC(=O)Nc2cc(C)on2)cc1	98	0	93	6	5	105	94	-2
29	CCOC(=O)c1nn(-c2ccc3c(c2)OCCO3)cc1O	96	6	101	14	4	109	106	-7
30	Cc1ccc(/C=C(\C#N)C(=O)NC(C)c2ccccc2)o1 (centres undefined)	105	0	100	8	9	99	90	-17
31	Cc1ccc2nc(NC(=O)CN3C(=O)C4CC=CCC4C3=O)sc2c1 (centres undefined)	96	-5	105	5	3	102	108	/
32	COc1cc(C2N(c3cc(C)on3)C(=O)C3CCCN32)cc(OC)c1OC (centres undefined)	98	-1	92	-12	0	99	86	5
33	Cc1ccc(-c2n[nH]c(=S)n2/N=C/c2cccn2C)cc1	98	37	96	-24	-9	130	107	-2
34	COc1cc(/C=C2\SC(=S)N(N(C)c3ccccc3)C2=O)ccc1O	101	-2	117	-2	-3	103	84	21
35	CN(C)c1ccc(CN(C(=O)/C=C/c2ccccc2Cl)C2CCS(=O)(=O)C2)cc1 (centres undefined)	97	11	104	-5	-11	98	103	0
36	O=C(COc1ccc2ccccc2c1)N1CCN(c2ccccc2O)CC1	98	15	98	7	10	98	104	15
37	COC(=O)c1sccc1NC(=O)CN(C)NS(=O)(=O)c1ccc([N+](=O)[O-])cc1	108	3	99	1	-10	100	107	-1
38	COC(=O)c1cc(OC)c(OC)cc1NC(=O)c1ccco1	99	10	112	7	8	98	94	-5
39	C/C(=N\O)c1ccc2c3ccccc3n(C)c2c1	92	17	103	9	3	87	85	1
40	COc1ccc(NS(=O)(=O)c2ccc(O)c(C(=O)OCC(=O)NC3CCCCC3)c2)cc1	108	0	94	10	-5	107	108	0
41	Cc1ccc(-n2c(Cc3cccn3C)nnc2SCC(=O)NCc2ccco2)cc1	96	-1	119	-6	-8	106	99	-13
42	CC(OC(=O)CN1C(=O)C2CC=CCC2C1=O)C(=O)Nc1ccc(F)cc1Cl (centres undefined)	104	0	105	-1	0	107	95	-2
43	NS(=O)(=O)c1ccc(NC(=O)C(Sc2ccccc2)c2ccccc2)cc1 (centres undefined)	103	3	119	-10	5	103	85	3
44	c1ccc2nc3c(nc2c1)CCc1nonc1-3	104	0	110	-4	-1	101	102	2
45	COc1ccc(CNc2ccc([N+](=O)[O-])cc2C)cc1	93	2	91	-3	1	98	113	-8
46	COc1ccc(-c2nsc3c(N4CCN(C(=O)c5ccco5)CC4)ncnc23)cc1	100	16	101	0	-2	106	101	-16
47	O=C(Nc1ccc(S(=O)(=O)Nc2cnc3ccccc3n2)cc1)c1ccc(Br)o1	103	-2	115	0	5	104	100	9&-9
48	COc1ccc(-c2nc3ccccc3c(=O)n2CCOc2c(C)cccc2C)cc1	108	7	85	-8	-6	108	95	-3
49	CCCc1nc2ccccc2c(C(=O)OC(C)C(=O)NCc2ccc3c(c2)OCO3)c1CC (centres undefined)	95	5	120	7	-3	111	118	-5
50	COCc1nnc(NC(=O)CCc2ccccc2)s1	99	19	102	17	3	101	93	6
51	O=C(CN1CCc2ccccc2C1)Nc1cccc(S(=O)(=O)N2CCCC2)c1	103	0	96	-1	6	100	99	0
52	Cc1ccc(-c2nc3sc(C(N)=O)c(N)c3c3c2CCCC3)cc1	92	7	89	-20	-24	91	99	-7
53	CCCCCSc1nnc(-c2cc(Br)ccc2N)c(=O)[nH]1	100	2	105	8	3	99	93	-5
54	Cc1ccc(CNC(=O)COC(=O)CSc2ccc(Br)cc2C)cc1	100	10	103	-6	2	107	91	26
55	O=c1c(Cl)c(NC2CC2)cnn1-c1ccccc1	91	5	93	3	1	90	89	0
56	COc1cc(C(=O)Nc2nccs2)cc(OC)c1OC	99	51*	120	-4	-7	97	84	-30
57	CC(NC(=O)c1ccc2ccccc2n1)c1ccccc1 (centres undefined)	102	1	108	6	-8	103	90	-3
58	CCOc1ccc(-n2c(=O)c3c4c(sc3n(CC(=O)NCC3CCCO3)c2=O)CCCC4)cc1 (centres undefined)	101	-4	112	1	7	106	105	-6
59	O=c1[nH]c2ccccc2c(=O)n1CCCO	104	0	110	-3	0	102	102	-7
60	O=C(C1=NN(c2ccccc2)C2C(=O)N(c3cccc(Cl)c3)C(=O)C12)c1ccccc1 (centres undefined)	95	1	85	-6	-18	99	92	3
61	CCC(C)c1ccc(NC(=O)CSc2nncn2N)cc1 (centres undefined)	110	10	97	2	8	120	110	3
62	CCO[C@@H]1OC(C(=O)N2CCCCCCC2)=C[C@H](c2ccc(C(F)(F)F)cc2)[C@H]1CCCO	103	2	96	-1	-4	94	112	14
63	CC(=O)OCCN1C(=O)c2cccnc2C1=O	101	0	105	6	11	107	106	4
64	NC(=O)c1ccc(N2CCCCC2)c(N2C(=O)CCC2=O)c1	106	0	95	-7	7	100	102	-24
65	CCOC(=O)Nc1ccc(S(=O)(=O)Nn2cnnc2)cc1	103	0	114	-5	-7	112	95	-30
66	CCN(CC)CCN(Cc1cc2ccc(C)cc2[nH]c1=O)C(=O)Nc1ccc(Cl)cc1	103	1	110	0	1	102	102	-4

Assay outcomes: PubChem BioAssay, several laboratories

This is a random part of the collection; about 3.8% have a hit in one of these screens.
